bovine MsrA act – bovine MsrA enzyme activators, primary screen, biochemical, absorbance, HTS. 0.3% of 360,000 active. activation, % at 10.6 µM. purified bovine MsrA, absorbance read-out. Methionine sulfoxide reductase A (Bos taurus). AID 602163, 2012; in the data active = activation above about 7.5%;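 also: 0% = vehicle and 100% = reference activator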
Neddylation inh – inhibitors of cullin neddylation, primary screen, biochemical, TR-FRET, uHTS, NAE and Ubc12; NEDD8-conjugating enzyme Ubc12 (Homo sapiens) + NEDD8-activating enzyme E1 regulatory …; calls only at 25 µM; 0.58% of 360,000 active; AID 651699, 2012; in the data active = inhibition above about 36%
Target sequence (P61081 whole entry, looked up): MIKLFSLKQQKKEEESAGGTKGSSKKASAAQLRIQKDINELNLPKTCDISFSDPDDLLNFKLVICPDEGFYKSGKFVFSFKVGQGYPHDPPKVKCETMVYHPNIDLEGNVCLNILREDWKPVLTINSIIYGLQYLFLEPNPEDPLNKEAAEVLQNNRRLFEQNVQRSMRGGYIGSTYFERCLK
Target sequence (Q13564 whole entry, looked up): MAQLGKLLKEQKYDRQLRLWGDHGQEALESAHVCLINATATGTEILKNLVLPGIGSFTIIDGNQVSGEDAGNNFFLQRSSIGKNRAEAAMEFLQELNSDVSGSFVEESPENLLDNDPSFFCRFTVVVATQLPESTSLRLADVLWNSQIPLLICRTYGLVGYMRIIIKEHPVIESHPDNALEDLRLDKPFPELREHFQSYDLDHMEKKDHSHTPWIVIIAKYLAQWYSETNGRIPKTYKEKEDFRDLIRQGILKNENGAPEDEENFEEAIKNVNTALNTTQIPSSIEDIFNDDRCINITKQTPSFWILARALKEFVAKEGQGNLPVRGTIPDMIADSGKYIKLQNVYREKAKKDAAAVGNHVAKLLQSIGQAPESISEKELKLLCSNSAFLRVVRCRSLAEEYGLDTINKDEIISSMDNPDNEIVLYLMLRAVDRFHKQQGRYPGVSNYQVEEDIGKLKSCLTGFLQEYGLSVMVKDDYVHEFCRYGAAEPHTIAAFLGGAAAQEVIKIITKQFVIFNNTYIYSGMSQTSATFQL
MsrA inhibitor – bovine MsrA enzyme inhibitors, primary screen, biochemical, absorbance, HTS; inhibition, % at 15.5 µM; purified bovine MsrA, absorbance read-out; 0.75% of 360,000 active; in the data active = inhibition above about 4.5%;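 also: 0% = vehicle wells with enzyme and 100% = reference inhibitor wells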
FAS-TE inh – FAS thioesterase domain inhibitors, primary screen, biochemical, fluorescence intensity, uHTS | Fatty acid synthase (Homo sapiens), P49327 | recombinant FAS-TE, OMFH fluorogenic substrate, fluorescence endpoint | inhibition, % at 15 µM | 0.67% of 360,000 active | AID 602261, 2012;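 active = compounds whose normalised, plate-corrected inhibition of enzyme fluorescence in the single-dose primary screen is 50% or more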;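 also: 0% = DMSO with enzyme and 100% = substrate without enzyme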
SKN-1 inh – suppressors of acrylamide-induced Pgst-4::GFP reporter in worms, primary screen, SKN-1 inhibitor project, whole organism, uHTS, GFP/RFP fluorescence ratio, strain VP596 | C. elegans VP596 Pgst-4::GFP/RFP ratio, 24 h | inhibition, % at 21.8 µM | 0.49% of 360,000 active | AID 624304, 2012;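 active = interference check ratio from 0.5 to 1.5 plus GFP to RFP signal ratio inhibition reaching or exceeding a fixed threshold, cut at about 30% in these data, passing the limit was not always enough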; also: some compounds called inactive have numbers as strong as hits
MT1-MMP act inh – blockers of MT1-MMP proenzyme processing, primary screen, HT1080 RFP-PRO-GFP cells, GFP/RFP fluorescence; Matrix metalloproteinase-14 (Homo sapiens), P50281; GFP/RFP ratio fluorescence, overnight; percent of plate control window, DMSO zero; GFP/RFP ratio change, % at 20 µM; 0.061% of 360,000 active; AID 651647, 2012;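 active = GFP/RFP ratio change of at least 30% with cell ATP level not reduced by more than half and red fluorescence within 50% of control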; also: strong numbers were not always called active
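Assay system: HT1080 RFP-PRO-GFP cells. Benchmarks: DMSO vehicle wells and RFP-L50D-GFP reporter cell wells. Times: overnight cell settling, then overnight compound exposure, 37 °C, 5% CO2. Compound: 20 µM single dose, 1% DMSO. Read-out basis: GFP/RFP fluorescence ratio.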
Rin1 Abl inh – inhibitors of Rin1-Abl protein binding, primary screen, biochemical, TR-FRET; 0.4% of 360,000 active; Tyrosine-protein kinase ABL1 (Homo sapiens) + Ras and Rab interactor 1 (Homo sapiens), …; inhibition, % at 7.35 µM; in the data active = inhibition above about 5%, passing the limit was not always enough
eLon inh – inhibitors of E. coli Lon protease, primary screen, biochemical, fluorescence polarization; P0A9M0; inhibition, % at 7.94 µM; 0.42% of 360,000 active; purified E. coli Lon protease; in the data active = inhibition above about 13%, passing the limit was not always enough;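 also: 0% = enzyme with probe and DMSO and 100% = no enzyme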
NRP1-CendR mod – modulators of CendR peptide binding to NRP-1, primary screen, biochemical, fluorescence polarization, uHTS. Neuropilin-1 (Homo sapiens), O14786. FAM-RPARPAR peptide binding to NRP-1. inhibition, % at 25 µM. 0.85% of 360,000 active. AID 602438, 2012;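 active = inhibition or corrected inhibition above about 18%, plus a signal ratio from 0.5 to 1.5, limit read from the data, passing the limit was not always enough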; also: strong numbers were not always called active
Numbers without * were called inactive; i = inactive; · = no result given.

SMILES | bovine MsrA act | Neddylation inh | MsrA inhibitor | FAS-TE inh | SKN-1 inh | MT1-MMP act inh | Rin1 Abl inh | eLon inh | NRP1-CendR mod
O=C(COC(=O)c1ccc(Cl)nc1)Nc1ccc2ccccc2c1 | -1 | i | -1.0 | -2 | 47* | 5 | 0 | -1 | 11
Cc1csc(NC(=O)C2CCN(C(=O)c3ccccc3C)CC2)n1 | -1 | i | 0.5 | -3 | -1 | 2 | -1 | 3 | -3
Nc1c(C(=O)NC2CCCC2)sc2nc(-c3cccs3)ccc12 | -7 | i | 3.0 | 7 | 5 | -11 | 2 | -15 | -16
C=CCNS(=O)(=O)c1cccc2cc(C(=O)O)c(O)cc12 | -1 | · | 0.2 | -8 | 0 | -5 | 0 | 8 | 7
COc1ccc(C(=O)COC(=O)c2sc(C)nc2C)cc1OC | -6 | i | 0.2 | 3 | -8 | 5 | 3 | -3 | -2
CN1C(=O)N(C)C2(c3ccccc3)Nn3c(s/c(=C/c4ccco4)c3=O)=NC12c1ccccc1 (configuration not stated) | -11 | i | 1.6 | 5 | 7 | -10 | -3 | -6 | -18
CCC(C)N=CC1=C(O)C(C(=O)OC)C(C)(C)CC1=O (configuration not stated) | -3 | i | -1.2 | -7 | 8 | 1 | -1 | 0 | -6
Cc1ccc(SCC(=O)N(C)C2CCS(=O)(=O)C2)cc1 (configuration not stated) | -1 | i | 0.4 | -2 | 10 | -1 | 7 | -11 | 4
C=CCn1c(SCC(=O)N2CC(=O)Nc3ccccc32)nc2scc(-c3cccs3)c2c1=O | -1 | i | 0.4 | 11 | 28 | -4 | -5 | 0 | -5
COc1ccc(C(CNC(=O)CCNC(=O)c2ccccc2Cl)N2CCCC2)cc1 (configuration not stated) | -3 | i | 0.0 | -8 | -9 | -2 | 0 | -4 | 1
CC(=O)NC1=NN(C(C)=O)C(c2cccc([N+](=O)[O-])c2)S1 (configuration not stated) | 0 | i | -0.9 | -10 | 4 | -1 | -1 | 9 | 6
COc1ccc(C2C(C(=O)c3cccs3)=C(O)C(=O)N2CCN2CCOCC2)c(OC)c1 (configuration not stated) | -2 | i | 0.1 | -4 | 2 | 2 | 0 | -3 | -1
COc1ccc(OCCOc2ccc(N(C)S(=O)(=O)c3ccccc3)cc2)cc1 | -3 | i | 0.7 | 30 | -9 | 5 | 2 | 1 | 13
Cc1cc(C(=O)NC2CCCN(Cc3ccc(Cl)cc3)C2)no1 (configuration not stated) | -4 | i | 1.4 | 3 | 3 | -3 | 2 | -1 | -2
COc1ccc(C(=O)/C=C/N2CCCCC2)cc1OC | -6 | i | 0.5 | -6 | 2 | -12 | 3 | -4 | -11
CC1(C)CC(=O)N(c2ccc(C#N)cc2)C(=O)C1 | 0 | i | 0.2 | -4 | 1 | -4 | -2 | -2 | 0
COc1cccc(CNC(=O)CCC2CCCN(Cc3cc4ccccc4o3)C2)c1 (configuration not stated) | -6 | i | 0.3 | -1 | 5 | 11 | 4 | 1 | -3
COc1ccc(OCc2cc(C(=O)N3CCOCC3)no2)c(Cl)c1 | -2 | i | 0.3 | -4 | 12 | 2 | 7 | 10 | 0
O=C(CCNC(=O)c1ccc(Cl)cc1)Nc1nc2ccccc2[nH]1 | -6 | i | 1.4 | -9 | -3 | -2 | 2 | 1 | 3
Cc1ccccc1[C@@H](NC(=O)OC(C)(C)C)C(=O)OC(C)(C)C | -4 | i | -0.1 | 1 | -9 | 1 | 0 | -11 | 4
CCN(CC)C(=O)CSC1=Nc2ccccc2C2=NC(Cc3c[nH]c4ccccc34)C(=O)N12 (configuration not stated) | -1 | i | 3.2 | -5 | -4 | -6 | 2 | -9 | 1
CCSc1nc(-c2ccccc2)c(C#N)c(=O)[nH]1 | -3 | i | 3.2 | -7 | 5 | 2 | 2 | -2 | -11
O=S(=O)(NCc1ccccn1)c1ccc(F)cc1 | -4 | i | · | -7 | -4 | 6 | -2 | -6 | -2
Cc1ccc(-c2nnc(SCC(=O)NCCN3C(=O)CSC3=O)n2C)cc1 | 1 | i | 0.4 | -9 | 11 | -2 | 1 | -13 | 4
Cc1cc(C(F)(F)F)nn1Cc1n[nH]c(=S)n1Cc1ccccc1 | -3 | i | 0.2 | 0 | -15 | 5 | -3 | 2 | -13
O=C(N/N=C/c1ccc(O)cc1)c1cc(-c2ccccc2)nc2ccccc12 | -4 | i | 2.1 | 3 | -2 | 5 | 1 | -11 | 5
Cc1ccc(S(=O)(=O)N(C)C[C@@H]2OCc3cn(nn3)CCCC(=O)N([C@@H](C)CO)C[C@H]2C)cc1 | -8 | i | 0.7 | -10 | -4 | 5 | 2 | -6 | -4
O=C(O)C1C2C=CC3(CN(CC(O)COc4ccccc4)C(=O)C13)O2 (configuration not stated) | -1 | i | -0.3 | -8 | -17 | 1 | 1 | 5 | 5
CCC(C)[C@H]1CNCCN1CCc1cc(C(F)(F)F)cc(C(F)(F)F)c1 (some centres not stated) | -5 | i | -1.3 | -21 | -5 | -1 | -1 | -1 | -7
CC(Oc1ccc(Cl)cc1Cl)c1ccnc2nc(N3CCOCC3)nn12 (configuration not stated) | 0 | · | 1.9 | 6 | -2 | 0 | 1 | -11 | 3
Cn1c(=O)oc2cc(S(=O)(=O)NCc3ccncc3)ccc21 | -4 | i | 1.8 | -19 | 7 | -19 | 2 | -10 | -23
CCOC(=O)c1cccc(S(=O)(=O)N(CCO)Cc2cc3cc(OC)ccc3[nH]c2=O)c1 | -5 | i | · | -4 | 7 | 10 | -3 | -1 | 2
Cn1c(=S)c2[nH]c(SCCN)nc2n(C)c1=O | -3 | i | 4.5 | -4 | 6 | 3 | -5 | -5 | -9
CCCCN(C(=O)/C=C/c1ccc(OCC(C)C)c(OCC)c1)c1c(N)n(CCC)c(=O)[nH]c1=O | -1 | i | -0.6 | -16 | 3 | -6 | 3 | -7 | -3
CCOc1ccc2nc(NC(=O)Nc3ccccc3)sc2c1 | -3 | i | -0.3 | -2 | -5 | 3 | 3 | 0 | 1
COc1ccccc1CNC(=O)c1cc(C(=O)CC(C)C)c[nH]1 | -4 | i | -0.3 | -3 | -5 | 0 | -1 | -5 | 11
COCCC(=O)N1CCC(Oc2ccc(C(=O)NCCCC3CCCC3)cc2)CC1 | -2 | i | -0.1 | 0 | 10 | -2 | -3 | 2 | -6
COc1ccc(OCC(=O)Nc2cc3oc4ccccc4c3cc2OC)cc1 | -2 | i | · | 2 | -2 | 0 | 0 | -4 | 4
Cn1nc(-c2ccccc2)c(-c2nc(-c3cccc(C(F)(F)F)c3)no2)c1Cl | 1 | i | -0.9 | 27 | 6 | -5 | 0 | 1 | 14
Cn1c(=O)c2c(nc(SCCCC#N)n2Cc2ccccc2F)n(C)c1=O | 0 | i | 0.7 | 0 | 6 | -1 | -3 | -4 | 4
Cc1ccc(-c2nnc(Nc3ccc(OCC(N)=O)cc3)c3ccccc23)cc1S(N)(=O)=O | -7 | i | 1.1 | -6 | 2 | -5 | 3 | -2 | 10
CC1CCN(C(=O)CNC(=O)c2ccc(Br)o2)CC1 | -1 | i | -1.1 | -7 | -6 | 2 | 2 | 4 | -2
COc1ccc(OCC(=O)Nc2c3c(nn2-c2ccccc2)CS(=O)(=O)C3)cc1 | -1 | i | -0.5 | -8 | 5 | -4 | 4 | -4 | 16
CCOC(=O)c1cccc(NC(=O)c2ccc(N(C)C)cc2)c1 | -7 | i | 2.3 | 9 | 9 | 9 | 0 | -10 | -9
O=C(CCN1C(=O)[C@@H]2Cc3ccccc3CN2C1=O)N[C@@H](Cc1ccccc1)C(=O)O | -1 | i | -0.2 | 1 | 2 | -1 | 1 | -11 | -4
CCN1CCCC1CNC(=O)CCc1nc(-c2ccc(C)cc2)no1 (configuration not stated) | -1 | i | 0.8 | -3 | 19 | 4 | -3 | -10 | -6
CC(C)(C)OC(=O)C[C@@H]1C/C=C\C[C@H](CC(=O)N[C@H](CO)Cc2ccccc2)C(=O)N[C@H](Cc2ccccc2)COC1=O | 0 | i | -1.0 | 2 | 10 | 5 | 2 | -10 | -10
O=C(N/N=C/c1ccco1)c1cc(-c2ccccc2)nc2ccccc12 | -5 | i | 1.3 | 0 | -7 | 0 | 0 | -7 | 0
CCCCc1cc(=O)oc2cc(C)cc(OCC(=O)NCc3ccncc3)c12 | 1 | · | -0.4 | 9 | 10 | 1 | -8 | -7 | -3
C[C@H]1CN([C@@H](C)CO)C(=O)CCCn2cc(nn2)CO[C@@H]1CN(C)S(=O)(=O)c1ccc(-c2ccccc2)cc1 | 0 | i | 0.3 | 1 | 2 | 0 | 0 | 9 | -7
Cc1cccc(-n2c(C)nc3cc(C(=O)NCCN4CCOCC4)ccc32)c1 | -1 | i | -0.8 | 0 | 6 | 3 | -3 | 1 | -1
Cc1ccc2c(=O)n3c(nc2c1)C(CC(C)C)NC(=O)c1cccnc1-3 (configuration not stated) | -2 | i | -0.4 | -6 | 7 | 23 | 0 | 4 | -6

Molecules shown so far that have a Cl atom:
SMILES | bovine MsrA act | Neddylation inh | MsrA inhibitor | FAS-TE inh | SKN-1 inh | MT1-MMP act inh | Rin1 Abl inh | eLon inh | NRP1-CendR mod
O=C(COC(=O)c1ccc(Cl)nc1)Nc1ccc2ccccc2c1 | -1 | i | -1.0 | -2 | 47* | 5 | 0 | -1 | 11
COc1ccc(C(CNC(=O)CCNC(=O)c2ccccc2Cl)N2CCCC2)cc1 (configuration not stated) | -3 | i | 0.0 | -8 | -9 | -2 | 0 | -4 | 1
Cc1cc(C(=O)NC2CCCN(Cc3ccc(Cl)cc3)C2)no1 (configuration not stated) | -4 | i | 1.4 | 3 | 3 | -3 | 2 | -1 | -2
COc1ccc(OCc2cc(C(=O)N3CCOCC3)no2)c(Cl)c1 | -2 | i | 0.3 | -4 | 12 | 2 | 7 | 10 | 0
O=C(CCNC(=O)c1ccc(Cl)cc1)Nc1nc2ccccc2[nH]1 | -6 | i | 1.4 | -9 | -3 | -2 | 2 | 1 | 3
CC(Oc1ccc(Cl)cc1Cl)c1ccnc2nc(N3CCOCC3)nn12 (configuration not stated) | 0 | · | 1.9 | 6 | -2 | 0 | 1 | -11 | 3
Cn1nc(-c2ccccc2)c(-c2nc(-c3cccc(C(F)(F)F)c3)no2)c1Cl | 1 | i | -0.9 | 27 | 6 | -5 | 0 | 1 | 14

Source: PubChem (several laboratories)
